CD40 NFkB inh = CD40 pathway inhibition in BL2 cells. BL2 NF-kB luciferase reporter, CD40L-induced, 4 h. inhibition, % at 10 µM. 83,000 tested, 0.94% active. AID 1053188;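 active means mean inhibition of at least 50% with a set share of replicates also reaching that level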;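 further: 0% = neutral control wells and 100% = IKK inhibitor VII at 50 µM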
* hit, by the source's call; [ ] = remark or other dose.

structure | CD40 NFkB inh
O=C(CCC(=O)NC12CC3CC(CC(C3)C1)C2)NC1CCCCC1 | 4.2
O=C(c1cccs1)N1CCN(C2CCN(Cc3ccccc3)CC2)CC1 | 3.8
CN(C)C(=O)c1cccc(-c2ccc3c(c2)[C@@H]2[C@@H](CCN2C(=O)Cc2ccccn2)[C@@H](CO)N3C)c1 | 0.6[25 µM]
CN1C(=O)c2cc(NC(=O)Cc3cccs3)ccc2OC[C@@H]2O[C@@H](CC(=O)N[C@H]3CCN(Cc4ccccc4)C3)CC[C@@H]21 | -10.9[25 µM]
O=C(NCCN1CCOCC1)C1CCN(S(=O)(=O)N2CCCC2)CC1 | 10.1
Cc1cc(NC(=O)c2cc(-c3ccccc3)on2)no1 | -48.8
O=C(CCC(=O)Nc1ccc(F)cc1)N/N=C/c1cccs1 | -2.6
CC(=O)Nc1ccc(S(=O)(=O)NC(C(=O)O)C(C)C)cc1 (stereo unspecified) | -3.9
CO[C@H]1CN(C)C(=O)c2cc(NC(=O)C3CCCCC3)ccc2OC[C@H](C)N(C(=O)c2ccccc2)C[C@@H]1C | -11.7[25 µM]
CN(C)c1ccc(Nc2c3c4c(cccc4n(C)c2=O)C(=O)c2ccccc2-3)cc1 | -52.0
NS(=O)(=O)c1cccc(NC(=O)CSc2n[nH]c(-c3cccs3)n2)c1 | -9.4
Cc1ccccc1CNC(=O)C(=O)NCCC1CCCCN1S(=O)(=O)c1cccs1 (stereo unspecified) | -13.1
O=C(CCl)Nc1ccccc1C(=O)c1ccccc1 | -4.3
O=S(=O)(c1ccccc1)N1CC[C@@H]2[C@H](CO)Nc3ccc(-c4ccccc4F)cc3[C@@H]21 | -4.6
CC1CCN(C(=O)c2cc3nc(-c4ccccc4)cc(-c4ccccc4)n3n2)CC1 | 3.0
CCN(CC)S(=O)(=O)c1ccc2c(c1)nc(CCC(=O)Nc1ccccc1Cc1ccccc1)n2CC | 8.9
Cc1onc(-c2ccccc2)c1-c1nnc(COC(=O)c2ccc(N(C)C)cc2)o1 | 27.4
COc1ccccc1OCCNC(=O)c1cc(C2CC2)nc2c1cnn2C(C)C | 17.6
C[C@H]1CCc2cnnn2COCCNC1=O | -17.2[25 µM]
O=C(c1ccco1)N1CCN(C(=O)c2cccc3c2C(=O)N(C2CCCCC2)C3)CC1 | 1.2
CCOC(=O)CCn1cnc2ccc([N+](=O)[O-])cc2c1=O | 10.3
COCC(=O)Nc1ccc2c(c1)[C@@H]1C[C@@H](CC(=O)NCc3ccc4c(c3)OCO4)O[C@@H](CO)[C@@H]1O2 | 2.3[25 µM]
COc1ccccc1CNC(=O)C(CCSC)NC(=O)c1cccc(S(=O)(=O)N2CCOCC2)c1 (stereo unspecified) | 0.7
CCNC(=O)CSc1nnc(-c2ccccc2)n1-c1ccc(OCC)cc1 | -12.5
COc1ccc(OC)c(NC(=O)COC(=O)CCCN=C2NS(=O)(=O)c3ccccc32)c1 | 6.8

Overlap with the part before: seven entries, followed by the next part.
structure | CD40 NFkB inh
C[C@H]1CCc2cnnn2COCCNC1=O | -17.2[25 µM]
O=C(c1ccco1)N1CCN(C(=O)c2cccc3c2C(=O)N(C2CCCCC2)C3)CC1 | 1.2
CCOC(=O)CCn1cnc2ccc([N+](=O)[O-])cc2c1=O | 10.3
COCC(=O)Nc1ccc2c(c1)[C@@H]1C[C@@H](CC(=O)NCc3ccc4c(c3)OCO4)O[C@@H](CO)[C@@H]1O2 | 2.3[25 µM]
COc1ccccc1CNC(=O)C(CCSC)NC(=O)c1cccc(S(=O)(=O)N2CCOCC2)c1 (stereo unspecified) | 0.7
CCNC(=O)CSc1nnc(-c2ccccc2)n1-c1ccc(OCC)cc1 | -12.5
COc1ccc(OC)c(NC(=O)COC(=O)CCCN=C2NS(=O)(=O)c3ccccc32)c1 | 6.8
COc1ccc(CN2CC(C(=O)NCCCN3CCOCC3)CC2=O)cc1 (stereo unspecified) | -2.8
CN(CC(=O)Nc1ccccc1Br)C(=O)CNC(=O)c1ccco1 | 6.0
Cc1cc(C(=O)NC2CCCCC2)on1 | 2.5
O=C(Cc1ccccc1[N+](=O)[O-])NC1CC2CCC1C2 (stereo unspecified) | 7.0
COc1ccc(-c2ccc3c(c2)[C@H]2[C@H](CCN2C(=O)c2cccc(F)c2)[C@@H](CO)N3)cc1 | -8.2[25 µM]
O=C(NCC1CCCN1S(=O)(=O)c1cccs1)c1c(F)cccc1F (stereo unspecified) | 0.4
C[C@@H]1CN([C@@H](C)CO)C(=O)c2c(c3ccccc3n2C)-c2ccccc2CO[C@H]1CN(C)Cc1cccc(C(=O)O)c1 | -5.3
COc1ccccc1NC(=O)NCC1CC1(Cl)Cl (stereo unspecified) | 0.4
Cc1onc(-c2c(F)cccc2Cl)c1C(=O)N1CCSCC1 | -4.5
O=C(Nc1cc(S(=O)(=O)N2CCOCC2)ccc1N1CCCCC1)c1ccccc1Br | 8.4
Cc1ccc(NS(=O)(=O)c2ccc(C)c(C(=O)Nc3ccc(S(=O)(=O)Nc4onc(C)c4C)cc3)c2)cc1 | -0.1
Cc1ccc(N(CC(O)CON=C2c3ccccc3-c3ccccc32)S(C)(=O)=O)cc1 (stereo unspecified) | 5.5
Cc1cccc(NC(=O)COc2nsnc2N2CCOCC2)c1 | -18.4
CCC(C)NS(=O)(=O)c1ccc(NC(C)=O)cc1 (stereo unspecified) | 8.1
CCOC(=O)C1CCN(C(=O)CCn2c(=O)[nH]c3ccsc3c2=O)CC1 | 7.1
COc1ccc2c3c([nH]c2c1)[C@@H](CO)N(C)CC31CCN(C(=O)CN(C)C)CC1 | -0.3[25 µM]
CN(C)C(CNC(=O)c1cc2ccccc2o1)c1ccco1 (stereo unspecified) | -10.4
COc1ccc(-c2c(C)nn(Cc3ccccc3)c2N)cc1 | 12.1
COc1ccc(C)cc1NC(=O)COC(=O)c1ccc2c(c1)OCO2 | -4.5
CCC(=O)Nc1c(C)c(CC)nc2ccccc12 | 18.8
O=S(=O)(Nc1ccc2nc(N3CCOCC3)sc2c1)c1ccccc1 | -129.0
CCC(=O)N1[C@@H]2c3cccc(=O)n3C[C@@H]2[C@@H](CO)[C@@H]1C(=O)N1CCCCC1 | -7.7[25 µM]
CC(=O)Nc1cccc2c1O[C@@H](CN(C)C)[C@@H](C)CN(C)C2=O | 4.2
O=C(CN1CCc2ccccc2C1)c1cccs1 | -50.4
CC1CCCCC12NC(=O)N(CC(=O)NCCc1ccccn1)C2=O (stereo unspecified) | 1.8
O=C(Nc1ccc2nn(-c3ccccc3)nc2c1)c1ccc2c(c1)OCCO2 | 6.0
CN1CCc2c(sc3c2C(=O)NC(/C=C\c2ccccc2)N3)C1 (stereo unspecified) | -2.6
O=C(O)CNC1=NCCCCC1 | 4.7
CCN(C[C@H]1[C@H](c2ccccc2)[C@@H](CO)N1CC1CC1)C(=O)c1cccc(F)c1 | -0.9[25 µM]
C[C@@H]1CN([C@H](C)CO)C(=O)c2cccc(NC(=O)Nc3cccc4ccccc34)c2O[C@H]1CN(C)S(C)(=O)=O | 5.2
Cc1nn(C)cc1NC(=O)CC12CC3CC(CC(C3)C1)C2 | -0.8
CCN(C(=O)COC(=O)c1cc(=O)c2ccccc2o1)c1c(N)n(Cc2ccccc2)c(=O)[nH]c1=O | 14.0
O=C(COc1cccc2ccccc12)NCc1cccnc1 | -9.2
Cn1c(=O)c2c(nc(SCCN3CCOCC3)n2Cc2ccccc2)n(C)c1=O | -3.4
CC(C)C(=O)N(Cc1cc2ccccc2[nH]c1=O)C(C)C | 11.1
Cc1noc2ncnc(Oc3ccc(C(C)(C)C)cc3)c12 | 2.7
CCC(=O)N1C[C@@H]2[C@H](c3ccccc31)[C@H](CO)N2C(=O)CC1CC1 | 6.5[25 µM]
CSc1nsc(SCc2ccc(F)cc2)n1 | -15.2
O=C1CCCCc2sc(Br)c([N+](=O)[O-])c2N1 | 100.2*
CCCCc1noc(-c2c(-c3ccccc3Cl)noc2C)n1 | 8.1
Cc1nc2ccccc2c2nc(NC(=O)C(F)(F)F)nn12 | 17.0
CO[C@@H]1CN(C)C(=O)c2cc(NC(=O)c3cnccn3)ccc2OC[C@@H](C)NC[C@H]1C | -3.4[25 µM]
O=C1CCC(C(=O)OCC(=O)Nc2ccccc2Br)=NN1 | 7.5
Nc1nc(CN2CCOCC2)cs1 | 11.1
CC(CCc1ccccc1)NCC(O)c1ccc(O)c(C(N)=O)c1 (stereo unspecified) | 3.0
CN(C)Cc1cn(CC[C@H]2CC[C@H](NC(=O)Cc3cccnc3)[C@@H](CO)O2)nn1 | 3.2[25 µM]
NC(=O)C1CCN(C(=O)N2c3ccccc3Sc3ccccc32)CC1 | 18.0
CC(=O)c1cccc(NC(=O)c2cc(=O)[nH]c3ccc(S(=O)(=O)N4CCOCC4)cc23)c1 | 3.1
COc1ccc(S(=O)(=O)N(C)C[C@@H]2OCCCC[C@H](C)Oc3ccc(NC(=O)Cc4ccccc4)cc3C(=O)N([C@@H](C)CO)C[C@@H]2C)cc1 | 27.8[25 µM]
CCN(Cc1ccncc1)Cc1cn(C)nc1-c1ccc(Oc2ccccc2)cc1 | 3.2

Reprinted from the part before: three entries, followed by the next part.
compound | CD40 NFkB inh
CC(=O)c1cccc(NC(=O)c2cc(=O)[nH]c3ccc(S(=O)(=O)N4CCOCC4)cc23)c1 | 3.1
COc1ccc(S(=O)(=O)N(C)C[C@@H]2OCCCC[C@H](C)Oc3ccc(NC(=O)Cc4ccccc4)cc3C(=O)N([C@@H](C)CO)C[C@@H]2C)cc1 | 27.8[25 µM]
CCN(Cc1ccncc1)Cc1cn(C)nc1-c1ccc(Oc2ccccc2)cc1 | 3.2
COC(=O)N(C)CCCC1(C)C(=O)N(C)c2ccc(O)cc21 (stereo unspecified) | 14.9
O=C(Nc1cccc(F)c1)N1CCCCN2[C@@H](CO)[C@@H](c3ccc(C#Cc4cccnc4)cc3)[C@@H]2C1 | -1.4[25 µM]
O=C(CN1C(=O)C(=O)N(Cc2ccco2)C1=O)NC1CCCCC1 | 10.2
NC(N)=N/N=C/c1cccc(Cl)c1Cl | -3.1
CCOc1ccccc1/C=C/C(=O)N1CCN(C(=O)c2ccco2)CC1 | -3.5
O=C(NCc1ccc(F)cc1)[C@H]1N[C@H]2c3ccc(-c4ccccc4)c(=O)n3C[C@H]2[C@@H]1CO | -13.1[25 µM]
Cc1cccc(OCC2CCCN(Cc3nc(C4CC4)no3)C2)c1 (stereo unspecified) | 2.5
COc1cc2c(cc1OC)CN(CC(=O)NC(=O)NCc1ccccc1)CC2 | -12.3
O=S(=O)(c1cccc2cnccc12)N1CCNCC1 | 53.4*[25 µM]
c1ccc2c(c1)OCC(c1nnc3sc(-c4cnccn4)nn13)O2 (stereo unspecified) | 3.4
CN(CCC#N)CC(=O)Nc1ccc(S(N)(=O)=O)cc1 | 4.2
COc1ccc(Cc2nc(-c3ccncc3)no2)cc1 | 6.5
O=C(Nc1ccc(F)cc1F)NC1CCN(S(=O)(=O)c2ccc(F)cc2)CC1 | 15.2
Cc1cccc(-c2nnc(-c3cccc(NC(=O)Cc4cccs4)c3)o2)c1 | -31.8
CCOc1cc(C(=O)NCCOC)ccc1OC | 10.5
O=C(C[C@@H]1C[C@@H]2c3cc(NC(=O)NC4CCCC4)ccc3O[C@@H]2[C@@H](CO)O1)NCc1ccccn1 | 4.9
CSc1nc2ccc(S(=O)(=O)N(C)C)cc2s1 | 2.0
COC(=O)c1ccc(CNC(=O)C2CCC(=O)N(CCc3ccccn3)C2)cc1 (stereo unspecified) | 0.2
O=C(NCc1ccc(N2CCCC2=O)cc1)c1cn(CCc2ccccc2)nn1 | 0.1
COc1cccc(CNC(=O)CCC2CCCN(Cc3ccc4c(c3)CCO4)C2)c1 (stereo unspecified) | 5.4
COc1ccc(NC2=NCCC2)cc1 | 18.5
COc1cccc(CNc2ncn[nH]2)c1OCc1ccccc1F | 1.7
COc1ccc(C(=O)OCc2c(F)cccc2Cl)cc1S(=O)(=O)N1CCOCC1 | -25.3
CCc1ccc(C(=O)COC(=O)CNC(=O)C2CCCCC2)cc1 | 65.8*
CC1(C(=O)Nc2cccc3c2CCCC3)CCN1C(=O)Cc1ccccc1Cl (stereo unspecified) | 6.2
CCOc1ccc(N(C)S(=O)(=O)c2ccc(C)c(C(=O)NCc3ccccc3OC)c2)cc1 | 7.9
COCC(C)N=C1NN=C(c2c[nH]c3ccccc23)CS1 (stereo unspecified) | -47.7
COCCNC(=O)c1cc2c(c(-c3cccc(-c4cccc(OC)c4)c3)n1)[C@@H](CCO)N(S(=O)C(C)(C)C)C2 (stereo partly specified) | -0.5[25 µM]
O=C(O)CCc1c(C(=O)O)[nH]c2ccccc12 | 10.4
O=c1c2c3nc4ccccc4nc3n(-c3ccc4c(c3)OCCO4)c2ncn1C1CCCC1 | -5.0
CCOC(=O)CSc1ccc(S(=O)(=O)N2CCCC2)cc1[N+](=O)[O-] | 10.9
c1ccc(-c2nnnn2CCOCCn2nnnc2-c2ccccc2)cc1 | -1.3
C[C@@H]1CCCCO[C@@H](CN(C)C(=O)c2ccncc2)[C@H](C)CN([C@H](C)CO)C(=O)c2cc(NS(=O)(=O)c3cccs3)ccc2O1 | 4.7[25 µM]
CSC1=NCCN1S(=O)(=O)c1ccccc1 | 8.9
CC(CC(=O)N(CCC1=CCCCC1)c1c(N)n(Cc2ccccc2)c(=O)[nH]c1=O)c1ccccc1 (stereo unspecified) | 10.9
O=C(O)C1CSC(c2ccc3c(c2)OCO3)N1 (stereo unspecified) | -47.1
COc1ccc(C(=O)COC(=O)C2COc3ccccc3O2)cc1F (stereo unspecified) | 6.3
CN(C)S(=O)(=O)N1CCC(CO)(CCc2ccccc2)CC1 | 4.6
Nc1c(C(=O)OCC2CCCO2)c2nc3ccccc3nc2n1C1CCCCC1 (stereo unspecified) | 11.3
COc1ccc(C(=O)CN2C(=O)NC(C)(c3ccccc3)C2=O)cc1OC (stereo unspecified) | 1.4
CCn1cc(CNC(=O)c2c(-c3c(Cl)cccc3Cl)noc2C)c(C)n1 | 6.8
COc1ccc(OCC(=O)Nc2ccccc2C(=O)N2CCCC2)cc1 | 5.8

The list is partial (hit frequency here may not be typical).
